LMP1 NFkB inh = Epstein-Barr LMP1 NF-kappaB reporter inhibition. actives 0.69% (n = 350,000). LMP1-induced NF-kappaB luciferase reporter cells, luminescence. inhibition, % at 12.5 µM; in the data active means inhibition above about 41%;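 further: 0% = neutral control wells and 100% = reference inhibitor control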
NR2F2 inh = blocks human COUP-TFII nuclear receptor | inhibition, % at 8.6 µM | HEK293T NGFI-A luciferase reporter, luminescence | P24468 | actives 0.7% (n = 370,000);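 active means inhibition above a per-plate cutoff, mean inhibition of test wells between control levels plus 3 SD, cut at about 38% in these data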;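 further: cells cotransfected with COUP-TFII expression vector driving the NGFI-A reporter; 0% = median of COUP-TF2 test wells and 100% = reporter-only cells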
SRC3 inh = human NCOA3 inhibition | Q9Y6Q9 | HEK293 GAL4-SRC3 luciferase reporter, luminescence | inhibition, % at 3.6 µM | actives 0.17% (n = 360,000) | AID 588352;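 active means inhibition above a per-campaign cutoff, the mean of all compounds plus 3 SD, cut at about 60% in these data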;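 further: 0% = DMSO-treated cells and 100% = gossypol-treated cells at 36 µM; higher means less SRC3-driven luciferase light from the GAL4 reporter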
TWEAK-Fn14 inh = TWEAK-Fn14 signaling inhibition; actives 2% (n = 360,000); AID 1159606; TWEAK-stimulated Fn14 reporter cells, luciferase luminescence, 8 h; inhibition, % at 10 µM; in the data active means inhibition above about 50%
TROY signal inh = blocks TROY-dependent signaling in reporter cells. inhibition, % at 10 µM. Q293 LMP1-TROYcd NF-kB luciferase reporter, 4 h. actives 0.98% (n = 360,000);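 active means compounds whose plate-normalised and pattern-corrected inhibition of the luciferase reporter signal at the single screening dose is 50% or more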
CF NFkB block = blocks PAF-induced NF-kB reporter in cystic fibrosis cells | actives 0.86% (n = 360,000) | KKLEB NF-kB-GFP reporter, GFP fluorescence overnight | inhibition, % at 5 µM;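 active means at least 50% inhibition at 5 µM, scaled per plate between neutral and stimulator controls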;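 further: PAF is a Pseudomonas aeruginosa culture filtrate used as stimulus; plate controls were PAF-stimulated DMSO wells for no effect and unstimulated DMSO wells for full effect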
Shn3 inh set2 = inhibitors of Schnurri-3 3'UTR reporter in osteoblasts. Clone20 osteoblast Shn3 3'UTR firefly luciferase, 24 h. inhibition, % at 12.5 µM. actives 0.52% (n = 360,000). AID 588674;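 active means mean inhibition of at least 75% with every replicate also reaching 75%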;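 further: 0% = median of neutral control wells and 100% = pilot-screen positive control compound; some compounds past the cut are filed as inactive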
NCOA1 inh = inhibits human SRC1 coactivator; HEK293 GAL4-SRC1 luciferase reporter, luminescence; inhibition, % at 3.6 µM; actives 0.12% (n = 360,000); AID 588354;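 active means inhibition above the campaign mean plus 3 SD, with each screening campaign given its own cutoff, cut at about 60% in these data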;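 further: 0% = DMSO treated cells and 100% = gossypol at 36 µM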
Target sequence (Q15788 whole entry, looked up, the tested form may be a part): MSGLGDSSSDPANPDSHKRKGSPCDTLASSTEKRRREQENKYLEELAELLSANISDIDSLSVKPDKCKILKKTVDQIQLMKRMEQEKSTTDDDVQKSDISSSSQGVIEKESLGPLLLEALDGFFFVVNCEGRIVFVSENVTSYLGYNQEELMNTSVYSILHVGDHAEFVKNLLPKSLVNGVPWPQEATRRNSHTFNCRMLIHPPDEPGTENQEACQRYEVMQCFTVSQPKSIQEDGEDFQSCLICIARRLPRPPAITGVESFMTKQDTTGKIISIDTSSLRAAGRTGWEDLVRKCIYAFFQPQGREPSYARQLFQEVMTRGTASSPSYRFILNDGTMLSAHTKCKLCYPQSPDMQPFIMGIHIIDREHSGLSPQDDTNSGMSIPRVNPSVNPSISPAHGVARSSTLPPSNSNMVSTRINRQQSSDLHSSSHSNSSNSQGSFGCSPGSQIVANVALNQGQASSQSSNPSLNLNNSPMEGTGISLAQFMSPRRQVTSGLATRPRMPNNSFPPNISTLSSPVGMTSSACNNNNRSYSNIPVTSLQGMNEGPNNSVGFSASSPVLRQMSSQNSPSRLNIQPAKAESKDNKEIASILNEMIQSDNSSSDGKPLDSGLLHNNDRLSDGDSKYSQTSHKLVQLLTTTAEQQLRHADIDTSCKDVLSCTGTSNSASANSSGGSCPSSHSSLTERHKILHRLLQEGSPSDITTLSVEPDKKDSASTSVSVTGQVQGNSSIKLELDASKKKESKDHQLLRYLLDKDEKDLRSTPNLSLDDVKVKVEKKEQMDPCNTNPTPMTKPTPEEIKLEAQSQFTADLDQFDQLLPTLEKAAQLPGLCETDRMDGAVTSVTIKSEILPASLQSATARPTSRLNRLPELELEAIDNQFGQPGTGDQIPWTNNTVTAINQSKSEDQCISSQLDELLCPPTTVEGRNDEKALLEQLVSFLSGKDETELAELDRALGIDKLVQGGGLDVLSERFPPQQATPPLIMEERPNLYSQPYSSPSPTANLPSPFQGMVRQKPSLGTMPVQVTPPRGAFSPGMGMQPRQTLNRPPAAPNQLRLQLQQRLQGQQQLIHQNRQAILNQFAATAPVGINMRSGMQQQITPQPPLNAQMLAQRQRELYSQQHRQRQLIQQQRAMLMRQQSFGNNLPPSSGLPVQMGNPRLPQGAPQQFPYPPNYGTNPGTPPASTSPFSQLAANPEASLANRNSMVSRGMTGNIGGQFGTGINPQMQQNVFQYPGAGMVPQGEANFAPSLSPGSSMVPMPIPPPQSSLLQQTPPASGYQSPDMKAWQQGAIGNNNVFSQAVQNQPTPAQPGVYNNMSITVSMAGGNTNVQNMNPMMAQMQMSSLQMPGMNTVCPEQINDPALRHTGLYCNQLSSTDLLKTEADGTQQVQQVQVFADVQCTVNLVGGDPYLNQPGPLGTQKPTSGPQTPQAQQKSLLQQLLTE
KKLEB cytotox = reduces viability of KKLEB cystic fibrosis airway cells | actives 0.36% (n = 360,000) | KKLEB CF airway cells viability, ATPlite luminescence, overnight; active compounds read low; cells stimulated with P. aeruginosa culture filtrate | activity change (cytotoxicity), % at 5 µM | AID 602141;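 active means corrected activity change at or below -50% at 5 µM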
LRH-1 inv ag = NR5A2 inverse agonism in reporter assay | O00482 | HEK293T StAR-luciferase reporter, LRH-1 transfected, 24 h | inhibition, % at 3.6 µM | actives 0.13% (n = 360,000) | AID 602396;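 active means inhibition above the mean inhibition of all tested compounds plus 3 SD, cut at about 73% in these data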;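 further: 0% = DMSO wells and 100% = reporter-only cells lacking LRH-1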
C8 TRAIL sens = sensitizes caspase-8 expressing cells to TRAIL; NB7+C8 cells + TRAIL, ATPlite viability luminescence; inhibition (viability loss, TRAIL sensitization), % at 10 µM; actives 1% (n = 360,000);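 active means compounds causing at least 50% loss of cell viability in the single-dose screen, relative to plate controls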
Active calls of the source: *. The list is partial (hit frequency here may not be typical).

`COc1ccc(NC(=O)CN2C(=O)c3cccc4cccc2c34)c(OC)c1` gave LMP1 NFkB inh -8.2, NR2F2 inh -15.6, SRC3 inh -0.8, TWEAK-Fn14 inh -4.5, TROY signal inh 3.4, CF NFkB block 5.9, Shn3 inh set2 -35.9, NCOA1 inh -19.4, KKLEB cytotox 9.1, LRH-1 inv ag -15.1 and C8 TRAIL sens -19.9.
`CCOc1ccc(CN2C(=O)c3ccccc3C2=O)cc1C(=O)NC1CC(C)(C)NC(C)(C)C1` gave LMP1 NFkB inh 71.4*, NR2F2 inh 6.9, SRC3 inh 2.0, TWEAK-Fn14 inh 1.1, TROY signal inh -13.6, CF NFkB block 8.1, Shn3 inh set2 8.5, NCOA1 inh -18.0, KKLEB cytotox 16.6, LRH-1 inv ag -11.5 and C8 TRAIL sens -16.1.
`Cc1ccccc1N1CCN(S(=O)(=O)c2cccs2)CC1` gave LMP1 NFkB inh 5.3, NR2F2 inh -15.4, SRC3 inh -4.9, TWEAK-Fn14 inh -22.1, TROY signal inh 4.5, CF NFkB block -23.0, Shn3 inh set2 -0.6, NCOA1 inh -32.5, KKLEB cytotox 0.1, LRH-1 inv ag -2.1 and C8 TRAIL sens 18.3.
CCOC(=O)c1c(-c2ccccc2)nc2ccccn12 was read as LMP1 NFkB inh -10.2, NR2F2 inh 8.5, SRC3 inh 24.3, TWEAK-Fn14 inh 8.1, TROY signal inh -15.2, CF NFkB block 7.8, Shn3 inh set2 1.2, NCOA1 inh 12.8, KKLEB cytotox -1.2, LRH-1 inv ag 5.5 and C8 TRAIL sens 0.9.
Screening O=C(O)CCCCCNC(=O)c1cccc(Br)c1 returned LMP1 NFkB inh -5.4, NR2F2 inh -2.4, SRC3 inh 5.7, TWEAK-Fn14 inh 3.7, TROY signal inh 4.5, CF NFkB block -5.0, Shn3 inh set2 -18.7, NCOA1 inh 7.0, KKLEB cytotox 6.0, LRH-1 inv ag 1.2 and C8 TRAIL sens 4.7.
`O=C(CCCSc1ccccc1)Nc1nc(-c2ccccn2)cs1` gave LMP1 NFkB inh 28.3, NR2F2 inh -0.9, SRC3 inh 5.1, TWEAK-Fn14 inh -10.6, TROY signal inh 2.6, CF NFkB block 10.1, Shn3 inh set2 8.8, NCOA1 inh -6.8, KKLEB cytotox -6.0, LRH-1 inv ag -18.9 and C8 TRAIL sens 7.4.
For CC(C)N(C(=O)[C@H]1CC(CC(=O)NCCN2CCOCC2)C(=O)N2CCc3c([nH]c4ccccc34)[C@]12C)C(C)C (stereo partly specified) the results were LMP1 NFkB inh 3.0, NR2F2 inh 5.4, SRC3 inh 9.3, TWEAK-Fn14 inh -1.7, TROY signal inh 3.4, CF NFkB block 1.4, Shn3 inh set2 11.7, NCOA1 inh -32.2, KKLEB cytotox 9.1, LRH-1 inv ag -12.4 and C8 TRAIL sens 4.9.
For Nc1c(C(=O)c2ccccc2)oc2ccc(Br)cc12 the results were LMP1 NFkB inh -90.8, NR2F2 inh -37.1, SRC3 inh -128.6, TWEAK-Fn14 inh -0.2, TROY signal inh -11.4, CF NFkB block -11.5, Shn3 inh set2 -92.7, NCOA1 inh -107.4, KKLEB cytotox 1.3, LRH-1 inv ag -96.0 and C8 TRAIL sens 2.8.
For Cc1cccn2cc(CNS(=O)(=O)c3ccc4ccccc4c3)nc12 the results were LMP1 NFkB inh 13.5, NR2F2 inh 28.8, SRC3 inh 10.5, TWEAK-Fn14 inh 12.0, TROY signal inh 18.0, CF NFkB block 7.7, Shn3 inh set2 50.3, NCOA1 inh 1.4, KKLEB cytotox -15.3, LRH-1 inv ag 24.6 and C8 TRAIL sens -0.2.
`Cc1cc(C)c(C#N)c(SCC(=O)Nc2ccc3c(c2)OCO3)n1` gave LMP1 NFkB inh 4.0, NR2F2 inh -54.8, SRC3 inh -14.3, TWEAK-Fn14 inh -15.6, TROY signal inh -15.7, CF NFkB block -4.8, Shn3 inh set2 -17.5, NCOA1 inh -30.1, KKLEB cytotox 3.1, LRH-1 inv ag -28.8 and C8 TRAIL sens -0.6.
`COc1ccc(Cl)cc1NC(=O)CSc1nnc(C)c(=O)n1N` gave LMP1 NFkB inh 1.2, NR2F2 inh -0.1, SRC3 inh 0.4, TWEAK-Fn14 inh 7.8, TROY signal inh -21.8, CF NFkB block 0.9, Shn3 inh set2 16.2, NCOA1 inh 0.4, KKLEB cytotox 4.7, LRH-1 inv ag 4.0 and C8 TRAIL sens -4.2.
`O=C(O)C1CSC2(c3ccc(Br)cc3)CCC(=O)N12` (stereo unspecified) gave LMP1 NFkB inh 4.1, NR2F2 inh 7.6, SRC3 inh 11.3, TWEAK-Fn14 inh -10.3, TROY signal inh -9.7, CF NFkB block 0.7, Shn3 inh set2 -12.9, NCOA1 inh 11.8, KKLEB cytotox 7.0, LRH-1 inv ag -4.4 and C8 TRAIL sens -2.0.
`CC1(C)Cc2ccccc2-c2nnc(SCC(=O)Nc3ccc4c(c3)OCO4)n21` gave LMP1 NFkB inh 7.6, NR2F2 inh 25.6, SRC3 inh 4.7, TWEAK-Fn14 inh 14.1, TROY signal inh 6.4, CF NFkB block -13.4, Shn3 inh set2 63.4, NCOA1 inh -1.2, KKLEB cytotox 3.2, LRH-1 inv ag 8.6 and C8 TRAIL sens -5.7.
Screening COC(=O)c1cc(F)c(-n2cncn2)c(F)c1 returned LMP1 NFkB inh 2.2, NR2F2 inh -5.8, SRC3 inh -1.3, TWEAK-Fn14 inh 22.4, TROY signal inh 17.8, CF NFkB block -4.2, Shn3 inh set2 4.5, NCOA1 inh -15.0, KKLEB cytotox -5.2, LRH-1 inv ag 0.2 and C8 TRAIL sens -8.4.
`CC(=O)C1=C(C)NC(=O)NC1c1ccccc1` (stereo unspecified) gave LMP1 NFkB inh -3.0, NR2F2 inh 11.3, SRC3 inh 0.6, TWEAK-Fn14 inh 1.7, TROY signal inh -12.2, CF NFkB block -15.2, Shn3 inh set2 -3.4, NCOA1 inh 0.5, KKLEB cytotox 7.9, LRH-1 inv ag 7.4 and C8 TRAIL sens 5.3.
Screening Cc1ccc(Cc2c(-c3ccc(Cl)cc3)nc3cc(C)ccn23)cc1 returned LMP1 NFkB inh -10.5, NR2F2 inh -59.7, SRC3 inh -76.0, TWEAK-Fn14 inh 29.6, TROY signal inh 39.0, CF NFkB block 13.2, Shn3 inh set2 -76.9, NCOA1 inh -34.0, KKLEB cytotox -7.5, LRH-1 inv ag -83.5 and C8 TRAIL sens 5.0.
For COc1ccc(CCNC(=O)CNC(=O)c2ccco2)cc1 the results were LMP1 NFkB inh 2.6, NR2F2 inh 14.4, SRC3 inh 8.7, TWEAK-Fn14 inh 11.6, TROY signal inh 9.1, CF NFkB block 5.6, Shn3 inh set2 8.8, NCOA1 inh 8.6, KKLEB cytotox -2.6, LRH-1 inv ag 6.3 and C8 TRAIL sens 9.9.
CC(C)C[C@@H](CN1CCC[C@H]1CN1C(=O)C(=O)NC[C@@H]1Cc1ccccc1)N1C[C@H](Cc2ccccc2)N(CC2CCCCC2)C(=O)C1=O was read as NR2F2 inh -2.2, TWEAK-Fn14 inh 15.2, TROY signal inh 38.5, LRH-1 inv ag -0.9 and C8 TRAIL sens 17.4.
CCCCC1(Cc2ccc([N+](=O)[O-])cc2)C(=O)N(c2ccccc2)N(c2ccccc2)C1=O was read as LMP1 NFkB inh 26.9, NR2F2 inh 22.3, SRC3 inh 20.4, TWEAK-Fn14 inh 41.3, TROY signal inh 36.6, CF NFkB block -24.6, Shn3 inh set2 91.9*, NCOA1 inh 3.6, KKLEB cytotox -4.0, LRH-1 inv ag -8.3 and C8 TRAIL sens -0.8.
Cc1ccc2oc(=O)c3cnn(CC(=O)NCCc4ccsc4)c3c2c1 was read as LMP1 NFkB inh -0.7, NR2F2 inh -2.1, SRC3 inh -9.6, TWEAK-Fn14 inh 6.3, TROY signal inh 5.6, CF NFkB block -3.0, Shn3 inh set2 8.2, NCOA1 inh -1.6, KKLEB cytotox -0.2, LRH-1 inv ag -16.4 and C8 TRAIL sens 8.8.
Screening O=C(Nc1ccc(-c2nnc3n2CCCCC3)cc1)c1cnccn1 returned LMP1 NFkB inh 4.1, NR2F2 inh -1.1, SRC3 inh 4.8, TWEAK-Fn14 inh 5.1, TROY signal inh 15.7, CF NFkB block -13.1, Shn3 inh set2 0.3, NCOA1 inh 0.4, KKLEB cytotox 3.6, LRH-1 inv ag -6.8 and C8 TRAIL sens -17.4.
For CCCCCCc1cc2cc(S(=O)(=O)c3ccc(F)cc3)c(=O)oc2cc1O the results were LMP1 NFkB inh -7.1, NR2F2 inh 0.4, SRC3 inh 7.2, TWEAK-Fn14 inh 22.4, TROY signal inh 50.9*, CF NFkB block 51.2*, Shn3 inh set2 2.8, NCOA1 inh 6.5, KKLEB cytotox -36.2, LRH-1 inv ag -6.6 and C8 TRAIL sens 1.7.
`COC(=O)[C@H](CCSC)NC(=O)NCCC1=CCCCC1` gave LMP1 NFkB inh -5.4, NR2F2 inh -18.3, SRC3 inh 6.1, TWEAK-Fn14 inh 8.3, TROY signal inh -30.6, CF NFkB block 8.6, Shn3 inh set2 -0.3, NCOA1 inh 2.3, KKLEB cytotox 2.0, LRH-1 inv ag -7.8 and C8 TRAIL sens -0.3.
Cc1cccc(C(=O)NCCN2CCN(c3ccccc3)CC2)c1 was read as LMP1 NFkB inh -2.7, NR2F2 inh -5.0, SRC3 inh 22.9, TWEAK-Fn14 inh -6.7, TROY signal inh -6.3, CF NFkB block -12.1, Shn3 inh set2 10.5, NCOA1 inh -17.1, KKLEB cytotox 4.4, LRH-1 inv ag 8.0 and C8 TRAIL sens -23.8.
`O=C(COC(=O)c1ccccc1)c1ccc(Br)cc1` gave LMP1 NFkB inh -12.2, NR2F2 inh -7.2, SRC3 inh -41.6, TWEAK-Fn14 inh -24.4, TROY signal inh -73.5, CF NFkB block 10.4, Shn3 inh set2 -43.4, NCOA1 inh -71.5, KKLEB cytotox -5.7, LRH-1 inv ag -25.9 and C8 TRAIL sens 2.9.
Screening CCOc1cc(/C=C2/NC(=O)NC2=O)cc([N+](=O)[O-])c1O returned LMP1 NFkB inh 11.4, NR2F2 inh -2.5, SRC3 inh 4.8, TWEAK-Fn14 inh 2.7, TROY signal inh 0.7, CF NFkB block -9.1, Shn3 inh set2 -0.2, NCOA1 inh 4.6, KKLEB cytotox 0.4, LRH-1 inv ag 10.9 and C8 TRAIL sens -6.4.
CC(=O)Nc1ccc(C(=O)Nc2ccc(S(=O)(=O)NCC3CCCO3)cc2)cc1 (stereo unspecified) was read as LMP1 NFkB inh 0.1, NR2F2 inh -2.7, SRC3 inh -11.5, TWEAK-Fn14 inh -4.5, TROY signal inh -21.7, CF NFkB block -3.1, Shn3 inh set2 0.4, NCOA1 inh -11.1, KKLEB cytotox 11.1, LRH-1 inv ag -11.7 and C8 TRAIL sens 5.2.

Screening data (PubChem BioAssay)
